PGK inhibitor: qHTS Assay to Find Inhibitors of Phosphoglycerate Kinase. Phosphoglycerate kinase, glycosomal (Trypanosoma brucei brucei), P07378. PGK/GAPDH coupled, Kinase-Glo luminescence, 60 min. Potency, µM (series often up to 57.5 µM), without a hit: at the top dose activity change, negative = inhibition, hits mostly inhibitors. 380,000 compounds, 0.043% hits; further: on the % scale 0 is the no-effect control and ±100 the full control effect; nearly all actives have a fitted effect of over 60% in size
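Recombinant glycosomal PGK reaction used 1,3-bisphosphoglycerate generated in-well by GAPDH (100nM final) in 100mM TEA pH 7.6, 5mM MgCl2, 0.01% Tween-20. After 60 minutes at room temperature, ATP was read by Kinase-Glo Plus luminescence end-point.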
GLS inhibitor: qHTS for Inhibitors of Glutaminase (GLS). Glutaminase kidney isoform, mitochondrial (Homo sapiens), O94925. GLS enzymatic activity, qHTS titration. Potency, µM (highest dose often 45.5 µM), for inactives: at the highest dose activity change, negative = inhibition, hits mostly inhibitors. 410,000 compounds, 0.21% hits. AID 624170, 2012; further: on the % scale 0 is the no-effect control and ±100 the full control effect
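Compounds were pin-transferred onto hKGA, after which L-glutamine (1 mM solution) and a detection mix of glutamate oxidase, HRP and Amplex Red were added. Initial and 30 min RT fluorescence reads were collected.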
ERG Ets-DNA blk: qHTS for Small Molecule Inhibitors of the ERG Ets/DNA interaction | Transcriptional regulator ERG (Homo sapiens), P11308 | AID 624246, 2012 | 370,000 compounds, 0.028% hits | fluorescence polarization, His-ERG Ets domain / labelled DNA | Potency, µM (series often up to 76.9 µM), for the others: at the top dose FP activity, negative = inhibition, actives largely listed as inhibitors; active means well fitted inhibition curve with a large enough effect in the polarisation, with a control signal flat; inconclusive means small, poorly fitted or top-dose-only effect, or effect the other way, or a change in a side signal; inactive means no such curve, though single readings can be large or run the other way; the % refers to the polarisation;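 further: polarization taken with two DNA probes labelled with fluorescein and Texas red; % of control where 0% means no effect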
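His-tagged ERG Ets domain (1 uM in the protein solution; 300mM KCl, 50mM Tris-HCl, 1mM EDTA, 1mM DTT, pH 7.5) received compound, then a probe mix of 5 nM fluorescein-DNA and 100nM Texas-615-DNA. Fluorescence polarization was read for both dyes.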
Pin1 inhibitor: qHTS Assay to Find Inhibitors of Pin1; Peptidyl-prolyl cis-trans isomerase NIMA-interacting 1 (Homo sapiens), Q13526; Pin1 FP peptide displacement, HiFluor488, 10 min; Potency, µM (highest dose often 115 µM), inactives show top-dose activity, negative = inhibition, hits mostly inhibitors; 390,000 compounds, 0.009% hits; active means well fitted inhibition curve with a large enough effect in the polarisation, with a control signal flat, not every such curve was filed as active; inconclusive means small, poorly fitted or top-dose-only effect, or effect the other way, or a change in a side signal; inactive means no such curve, though single readings can be large or run the other way; the % refers to the polarisation; further: on the % scale 0 is the no-effect control and ±100 the full control effect
Target sequence (Q13526 whole entry, looked up): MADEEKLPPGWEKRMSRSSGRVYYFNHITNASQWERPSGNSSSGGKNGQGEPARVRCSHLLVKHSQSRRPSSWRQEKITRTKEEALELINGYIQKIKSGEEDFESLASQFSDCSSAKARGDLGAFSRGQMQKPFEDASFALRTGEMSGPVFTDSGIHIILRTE
12-LOX inh: Primary qHTS assay for inhibitors of human arachidonate 12S-lipoxygenase (ALOX12): Round 2; AID 1671190, 2021; Potency, µM (titrated, usually from 108 µM), for the others: at the highest dose activity change, negative = inhibition, actives largely listed as inhibitors; 580,000 compounds, 1.1% hits; Polyunsaturated fatty acid lipoxygenase ALOX12 (Homo sapiens), P18054; purified 12hLO, xylenol orange hydroperoxide absorbance; further: on the % scale 0 is the no-effect control and ±100 the full control effect
Target sequence (P18054 whole entry, looked up): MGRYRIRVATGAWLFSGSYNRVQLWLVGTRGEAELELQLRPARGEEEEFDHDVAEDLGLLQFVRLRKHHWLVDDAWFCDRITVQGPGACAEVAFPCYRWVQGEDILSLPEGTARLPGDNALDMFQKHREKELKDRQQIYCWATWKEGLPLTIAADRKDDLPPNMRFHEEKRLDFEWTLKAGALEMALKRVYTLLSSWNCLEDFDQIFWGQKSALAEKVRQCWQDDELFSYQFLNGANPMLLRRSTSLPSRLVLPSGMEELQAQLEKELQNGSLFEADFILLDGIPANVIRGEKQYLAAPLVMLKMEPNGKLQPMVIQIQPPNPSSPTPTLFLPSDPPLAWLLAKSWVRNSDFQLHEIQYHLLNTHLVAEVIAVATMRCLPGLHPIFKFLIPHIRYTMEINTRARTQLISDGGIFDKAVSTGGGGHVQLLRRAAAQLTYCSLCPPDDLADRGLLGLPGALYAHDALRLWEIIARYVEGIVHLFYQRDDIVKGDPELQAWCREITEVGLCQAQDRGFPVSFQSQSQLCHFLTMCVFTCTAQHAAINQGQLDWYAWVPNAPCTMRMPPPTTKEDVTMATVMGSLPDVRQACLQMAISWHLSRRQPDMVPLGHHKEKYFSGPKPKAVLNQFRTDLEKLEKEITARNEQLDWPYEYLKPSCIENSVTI
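Purified human 12hLO at 150 nM in 25 mM Hepes, 0.01% Triton X-100, pH 7.0, preincubated 15 min at room temperature with compound. Reaction started with 40 uM arachidonic acid, 30 min at room temperature. Hydroperoxide measured by Fe-xylenol orange, 573/405 nm absorbance ratio.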
HP1b binding inh: HTS for Inhibitors of HP1-beta Chromodomain Interactions with Methylated Histone Tails; AlphaScreen HP1-beta / biotin-H3K9me3 peptide binding; Potency, µM (doses to about 114 µM), without a hit: at the top dose activity change, negative = inhibition, most hits filed as inhibitors; 390,000 compounds, 0.56% hits; further: nearly all actives have a fitted effect of over 70% in size; inactives centre near 23
Target sequence (P83916 whole entry, looked up): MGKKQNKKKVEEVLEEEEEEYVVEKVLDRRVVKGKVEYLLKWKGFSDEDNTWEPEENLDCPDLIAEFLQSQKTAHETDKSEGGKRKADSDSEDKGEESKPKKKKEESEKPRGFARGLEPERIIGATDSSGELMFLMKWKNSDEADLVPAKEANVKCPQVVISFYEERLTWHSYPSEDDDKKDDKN
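HP1-beta protein (50 nM final) preincubated 30 min at room temperature with biotinylated H3(1-18)K9me3 peptide (50 nM) in PBS pH 7.4, 0.01% Tween-20, then compound added for 30 min. AlphaScreen streptavidin donor/nickel chelate acceptor beads (10 ug/mL final), 30 min dark, luminescence read.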
RGS4 inhibitor: Inhibitors of Regulator of G Protein Signaling (RGS) 4: qHTS; Regulator of G-protein signaling 4 (Homo sapiens), P49798; Transcreener GDP fluorescence polarization, RGS4-accelerated GTP hydrolysis; Potency, µM (highest dose often 114 µM), without a hit: top-dose activity change, negative = inhibition, hits mostly inhibitors; 390,000 compounds, 0.039% hits; further: on the % scale 0 is the no-effect control and ±100 the full control effect; nearly all actives have a fitted effect of over 75% in size; some results filed as inactive show a strong effect at the top dose
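MLSMR compounds (23 nl, pin-transferred) preincubated 10 min at room temperature with a 500nM (2x) first reagent, then RGS4 at 900nM (2x) plus Transcreener GDP mix added; fluorescence polarization (620/688 nm) read before and after 90 min at 30 °C.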
JMJD2A Tudor inh: qHTS Assay for Inhibitors of JMJD2A-Tudor Domain; AID 504339, 2011; Potency, µM (highest dose often 114 µM), without a hit: at the highest dose activity change, negative = inhibition, most hits filed as inhibitors; Lysine-specific demethylase 4A (Homo sapiens), O75164; 390,000 compounds, 4.4% hits; AlphaScreen JMJD2A-Tudor / H3K4me3 peptide binding; further: on the % scale 0 is the no-effect control and ±100 the full control effect; nearly all actives have a fitted effect of over 50% in size
TrxR1 inh: qHTS Assay for Inhibitors of Mammalian Selenoprotein Thioredoxin Reductase 1 (TrxR1): qHTS | recombinant rTrxR1, NADPH fluorescence consumption, selenite substrate | Potency, µM (doses to about 114 µM), inactives show top-dose activity change, negative = inhibition, most hits filed as inhibitors | 390,000 compounds, 1% hits | AID 588453, 2011; further: on the % scale 0 is the no-effect control and ±100 the full control effect; nearly all actives have a fitted effect of over 65% in size
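Rat TrxR1 (90 nM in the dispensed reagent) was pre-reduced with 400 uM NADPH for 5 min at room temperature, then incubated with compound for 15 min. After 400 uM selenite was added, NADPH fluorescence (Ex 340/Em 450 nm) was followed for 8 min.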
Numbers without * were called inactive; i = inactive; ? = inconclusive; nt = no result given; & = joins results of further samples; [ ] = remark or other dose. Unless noted, the call rests on the fitted dose curve; in most records, active means well fitted curve in the direction sought with a large enough effect; inconclusive means small, poorly fitted or top-dose-only effect, or another doubt; inactive means no such curve, though single readings can be large; an effect the other way counts as inactive or inconclusive. Potency means the concentration at half of the fitted maximal effect. Some of the compounds tested; rates above refer to the full screens.

Below each compound – PGK inhibitor	GLS inhibitor	ERG Ets-DNA blk	Pin1 inhibitor	12-LOX inh	HP1b binding inh	RGS4 inhibitor	JMJD2A Tudor inh	TrxR1 inh
1: COCN(C#N)c1nc(OC)nc(OC)n1
    -9%	-1%	nt	3%	6%	17%	2%	-20%	-12%
2: Cc1noc(NS(=O)(=O)c2ccc(NC(=O)c3cc(=O)c4ccccc4o3)cc2)c1C
    -8%	7%	9%	0%	28%&-5%	25%	-5%	-18%	3%
3: COCCCNC(=O)c1cn(CC(C)C)c(=O)c2c1c1ccccc1n2C
    -3%	-1%&-6%	17%&10%	0%&2%	-13%&-7%	44%&44%[activator]	3%&-52%	0%&-14%	1%
4: Cc1cccn2c(=O)c(C(=O)NCCc3ccccc3)cnc12
    -4%	0%	1%	4%	-19%	-3%	-7%	-11%	-6%[57.1 µM]
5: Cn1nccc1NS(=O)(=O)c1ccc(F)cc1
    -4%	31%[activator]	5%	-1%	0%	25%	0%	-3%	8%[57.1 µM]
6: O=C(/C=C/c1cn(-c2ccccc2)nc1-c1cccnc1)N1CCCCC1
    -1%	3%	-3%	-1%	0%	35%	1%	-5%	7%
7: COc1ccc(CCNC(=O)C2CCN(S(=O)(=O)c3ccc(OC)c(OC)c3)CC2)cc1OC
    0%	-11%	4%	-12%	156%[activator]	13%	12%	5%	41%
8: Cc1nc2ccc(NC(=O)N3CCSCC3)cc2s1
    -9%	0%	-6%	-3%	149%[activator][57.4 µM]	36%[activator]	26%	-26%	23%[57.1 µM]
9: Cc1csc(SC(C)C(=O)Nc2ccccc2C)n1 (stereo unspecified)
    -3%	-6%	-2%	1%	-9%	55%[activator]	-13%	12%	8%
10: CN1C(=S)SC(N(O)C=C2C=CC(=O)C=C2)C1(C)C (stereo unspecified)
    -6%	32%[activator]	-2%	2%	-5%&0%	57%[activator]	-4%	2%	-8%
11: Cc1cc(C)n(-c2nc(NCCCO)c3c4c(sc3n2)CCCC4)n1
    -6%	6%	-11%	-5%	nt	28%	35%	-32%	20%[57.1 µM]
12: O=C(N1CCCCCC1)n1c(Cc2ccccc2)nc2ccccc21
    -9%	-19%	5%	3%	?	-10%	10%[11.4 µM]	-5%[11.4 µM]	0%
13: Cc1ccc(CNC(=O)CCCn2c(=O)c3ccccc3n(Cc3ccccc3Cl)c2=O)cc1
    4%	0%	4%	41%	-22%	23%	25%	-8%	2%
14: COc1ccc(C(=O)OCC(=O)c2ccc(C3CCCCC3)cc2)cc1
    1%	-1%	-16%	-6%	13%	51%[activator]	-4%	27%	8%
15: Cc1ccc2cc(C(c3nnnn3C3CCCC3)N3CCN(c4ccccc4)CC3)c(=O)[nH]c2c1 (stereo unspecified)
    -4%	nt	1%	17%	?	31%	-14%	-6%	?
16: O=c1nc(N2CCCCCC2)nc(N2CCCCCC2)[nH]1
    -2%	4%	-7%	4%	-7%	18%	21%	-12%	15%
17: Cc1cc(C)cc(C(=O)NC(CC(N)=O)c2ccc(N3CCN(c4ccccc4)CC3)c([N+](=O)[O-])c2)c1 (stereo unspecified)
    5%	1%	14%	9%	10%	29%	9%	-14%	14%[57.1 µM]
18: CCc1ccc(NS(=O)(=O)c2cccc3nonc23)cc1
    -9%	7%	8%	7%	-12%	-12%	-7%	-26%[11.4 µM]	?
19: O=C(c1cccs1)c1c[nH]cc1-c1ccccc1
    -10%	4%	9%	9%	6%	?	-13%	-34%	28%[57.1 µM]
20: COC(=O)c1ccc(NC(=O)COc2ccccc2OC)cc1
    -9%	-10%	3%	-10%	?	47%[activator]	-19%	11%	-7%
21: CN(C)S(=O)(=O)c1ccc(NC(=O)c2ccncc2)cc1
    -3%	13%	-2%	8%	-5%	5%	4%	-11%	1%[57.1 µM]
22: O=C(NNc1ccc(O)cc1)c1ccc(Br)cc1
    nt	16%	-2%	1%	?	?	?	?	-6%
23: O=C1CCCc2ccccc2N1Cc1ccccc1Cl
    -7%	1%	1%	4%	-6%	42%[activator]	27%[11.4 µM]	-3%[11.4 µM]	4%[57.1 µM]
24: CC(C)C(c1nnnn1C1CCCCC1)N1CCN(c2ncccn2)CC1 (stereo unspecified)
    -1%	5%	-1%	4%	0%	31%	4%	0%	-11%
25: O=C(O/N=C(\c1ccccc1)c1ccncc1)c1ccccc1Cl
    13%	2%	9%	?	-16%	42%[activator]	-7%	1%	0%
26: CCN1CCN(c2ccc(S(=O)(=O)N3CCCCC3)cc2NC(=O)c2ccc(C)c(C)c2)CC1
    1%	-2%	-8%	1%	191%[activator]	2%	0%	?	37%[activator]
27: Cc1ccccc1NC(=O)C1c2ccccc2Oc2ccccc21
    i	-4%	3%	-3%	2%	35%	3%	?	15%
28: Cn1nnc2cc(C(=O)NCc3ccco3)ccc21
    0%	-13%	-1%	-7%	?	25%	-38%	-28%	-36%
29: C#CCn1c(=NC(=O)CSCC(=O)N2CCOCC2)sc2ccccc21
    i	-1%	-12%	-7%	9%	47%[activator]	-31%	-7%	-2%
30: O=C(CCn1cnnn1)Nc1ccccc1F
    -3%	-19%	-23%	-1%	48%[activator]	24%	1%	-1%	11%[57.1 µM]
31: Cc1csc(NC(C)c2nc3cc(C(F)(F)F)ccc3n2CCOCCO)n1 (stereo unspecified)
    -7%	-1%	4%	20%	10%	19%	-1%	-24%	7%
32: CCCn1nnc(NC(=S)NC(=O)c2cccs2)n1
    -8%	-1%	4%	-2%	?	-13%	-38%	7.9µM*	?
33: O=C(NCc1nnc2c(C(F)(F)F)cc(Cl)cn12)c1ccc2c(c1)OCO2
    -11%	6%	6%	7%	0%	35%	-8%	4%	7%
34: Cc1noc(C)c1-c1nc(CSc2ccc(Cl)cc2)no1
    1%	-4%	0%	-2%	?	235%[activator]	-2%	75%[activator]	9%[57.1 µM]
35: CN(C)c1nc(OCCNC(=O)COc2ccccc2Cl)nc(N(C)C)n1
    -7%	4%	-8%	-9%	0%	14%	19%	-18%	1%
36: Cn1cc(CN2CCc3c([nH]c4ccccc34)C2C2CCCCC2)cn1 (stereo unspecified)
    -5%	-5%	5%	1%	-2%	8%	-8%	-17%[57.1 µM]	9%[57.1 µM]
37: N#Cc1nc(-c2ccco2)oc1NCCN1CCOCC1
    -9%	1%	1%	-2%	19%&43%	35%[activator]	5%	1%	2%
38: O=C(CCCOc1ccccc1)Nc1cccc([N+](=O)[O-])c1
    -6%	22%	5%	2%	-16%	10%	0%	-21%	7%[57.1 µM]
39: Cc1ccc(S(=O)(=O)N(CC(=O)NCc2ccccn2)c2ccc(Cl)cc2)cc1
    -1%	-6%	-2%	-5%	7%	36%	-3%	-3%	-9%
40: Cn1c(=O)oc2cc(S(=O)(=O)N3CCC(C(=O)NCc4ccccc4)CC3)ccc21
    7%&-1%	-1%&-2%	-11%&0%	-6%&-4%	-4%&-2%	26%&16%	1%&21%	-10%&-20%	8%[57.1 µM]
41: Cc1cccc(N2CCN(CC(=O)Nc3ccc(-n4cnnn4)cc3)CC2)c1C
    -10%	0%	4%	5%	280%[activator]	11%	4%	-35%	-7%
42: NC(=O)CC(NC(=O)c1ccc(Br)cc1)c1ccc(NCc2ccc(F)c(F)c2)c([N+](=O)[O-])c1 (stereo unspecified)
    4%	6%	-2%	40%[activator]	234%[activator]	11%	6%	-26%	-6%
43: O=C(Cn1ccc2ccccc2c1=O)NCCC(=O)N1CCCCC1
    i	0%	8%	-2%	7%	-16%	-22%	-13%	23%
44: O=C(NCc1ccc(F)cc1)c1cnc(N2CCOCC2)c2ccccc12
    7%	5%	1%	5%	0%	31%[57 µM]	-27%	1%	14%[57.1 µM]
45: CCOC(=O)c1ccc(NC(=O)c2cn(-c3ccccc3)nc2-c2ccncc2)cc1
    -1%	7%	-1%	76%[activator]	431%[activator]	32%	-22%	-11%	16%[57.1 µM]
46: Cc1cccc(N(C)C(=O)COc2cc(=O)n(C)c3ccccc23)c1
    i	0%	6%	-2%	0%	43%[activator]	-8%	-17%	-5%[57.1 µM]
47: CCOc1ccc(CCN2C(=O)c3ccc(C(=O)O)cc3C2=O)cc1OCC
    -8%	2%	4%	0%	0%	36%	-8%	-7%	21%
48: O=c1[nH]c(C2CCN(S(=O)(=O)c3ccc(S(=O)(=O)NC4CC4)cc3)CC2)nc2c1nnn2Cc1ccccc1
    -2%	4%	10%	7%	-26%	-11%	9%	-22%	19%

Screens (PubChem BioAssay)
